Screening data as filed in PubChem.
mcGAS inh: cyclic GMP-AMP synthase inhibitors, mouse, primary biochemical chemiluminescence; recombinant cGAS, Kinase-Glo ATP depletion luminescence; inhibition, % at 12.5 µM; hit rate 0.15% among 160,000;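 further: 0% = negative control wells and 100% = reference inhibitor with no enzyme activity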
hcGAS lum: Primary biochemical luminescence assay for human cyclic GMP-AMP synthase inhibitors; Q8N884; recombinant h-cGAS, ATP depletion, Kinase-Glo luminescence; inhibition, % at 12.5 µM; hit rate 0.081% among 290,000;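 further: 0% = vehicle reaction and 100% = reaction without DNA for no activity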
Target sequence (Q8N884 whole entry, looked up): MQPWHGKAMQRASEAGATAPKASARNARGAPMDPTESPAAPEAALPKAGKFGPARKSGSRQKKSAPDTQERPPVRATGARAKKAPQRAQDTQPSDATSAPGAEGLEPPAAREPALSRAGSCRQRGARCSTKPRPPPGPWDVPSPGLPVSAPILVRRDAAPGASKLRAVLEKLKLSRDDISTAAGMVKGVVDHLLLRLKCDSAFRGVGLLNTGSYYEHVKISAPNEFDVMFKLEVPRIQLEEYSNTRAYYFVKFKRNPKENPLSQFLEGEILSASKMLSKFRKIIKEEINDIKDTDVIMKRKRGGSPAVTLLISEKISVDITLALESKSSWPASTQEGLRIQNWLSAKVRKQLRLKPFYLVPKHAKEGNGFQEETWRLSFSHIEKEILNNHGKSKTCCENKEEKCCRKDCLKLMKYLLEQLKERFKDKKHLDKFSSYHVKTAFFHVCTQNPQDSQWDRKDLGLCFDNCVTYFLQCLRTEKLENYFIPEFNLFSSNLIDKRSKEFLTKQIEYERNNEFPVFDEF
NPYLR7 agonist: agonists of mosquito NPYLR7 receptor, primary screen, cell-based, Aedes aegypti, calcium fluorescence, mosquito biting behavior; HEK293T NPYLR7/Galpha15, GCaMP6s calcium fluorescence; Aedes aegypti neuropeptide Y-like receptor 7 (NPYLR7); AID 1259423, 2018; hit rate 0.15% among 270,000; activation, % at 10 µM; in the data active means activation above about 40%;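 further: 0% = vehicle and 100% = reference agonist at the receptor; some compounds past the cut are filed as inactive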
Numbers without * were called inactive; & = joins results of further samples. Unless noted, no stated cut-off is given here; in the data, active means inhibition above about 40%; inactive means the rest.

`CN(C)c1ccc(C2CC(c3ccc(Br)cc3)=NN2S(C)(=O)=O)cc1` (centres undefined) gave mcGAS inh -3, hcGAS lum -9 and NPYLR7 agonist 13.
For CCOCCn1c(=O)c2c(nc3n(CC4CCCO4)c(C)cn23)n(C)c1=O (centres undefined) the results were hcGAS lum -2 and NPYLR7 agonist 0.
Screening CCCCC(=O)Nc1nn(C)c2nc3c(C)cccc3cc12 returned mcGAS inh -5, hcGAS lum -1 and NPYLR7 agonist -3.
`CCCCNC(=O)C1(C)CCCCN1C(=O)c1ccc2ccccc2n1` (centres undefined) gave hcGAS lum -6 and NPYLR7 agonist 2.
For CC1(C)CC(=O)CC(C)(C)N1C(=O)CSc1nncn1-c1ccccc1 the results were mcGAS inh -7, hcGAS lum -8 and NPYLR7 agonist 5.
O=C(NCC(=O)N1CCOC(c2ccccc2)C1)c1ccco1 (centres undefined) was read as mcGAS inh -8, hcGAS lum -5 and NPYLR7 agonist 26.
For O=C(NCc1ccco1)c1cnn2c1NC(c1cccs1)CC2C(F)(F)F (centres undefined) the results were mcGAS inh -3, hcGAS lum -2 and NPYLR7 agonist -4.
For CCN(CC)c1nc(SC)ncc1CNCCc1cccs1 the results were mcGAS inh -5, hcGAS lum -4 and NPYLR7 agonist -1.
For CNC(=O)c1cc(S(=O)(=O)Nc2ccon2)cs1 the results were mcGAS inh -1, hcGAS lum 4 and NPYLR7 agonist 3.
Cc1ccc(C2(O)CCN(C(=O)Cc3cn4ccsc4n3)CC2)nc1 was read as mcGAS inh -16, hcGAS lum -4 and NPYLR7 agonist 10.
`O=C(NCC1CCN(c2nc(Cc3ccc(Cl)cc3)ns2)CC1)c1ccc([N+](=O)[O-])cc1` gave mcGAS inh -4, hcGAS lum -15 and NPYLR7 agonist -11.
Screening CC(C)(C)OC(=O)NC(C)(C(N)=O)c1cccc(C(F)(F)F)c1 (centres undefined) returned hcGAS lum -6 and NPYLR7 agonist 7.

Sorted by length of the SMILES (largest number first): some entries from above
`O=C(NCC1CCN(c2nc(Cc3ccc(Cl)cc3)ns2)CC1)c1ccc([N+](=O)[O-])cc1` gave mcGAS inh -4, hcGAS lum -15 and NPYLR7 agonist -11.
`CN(C)c1ccc(C2CC(c3ccc(Br)cc3)=NN2S(C)(=O)=O)cc1` (centres undefined) gave mcGAS inh -3, hcGAS lum -9 and NPYLR7 agonist 13.
For CC1(C)CC(=O)CC(C)(C)N1C(=O)CSc1nncn1-c1ccccc1 the results were mcGAS inh -7, hcGAS lum -8 and NPYLR7 agonist 5.

Going on with the list.
CN(C)c1nn(CC(=O)NCc2ccccc2Cl)cc1-c1ccccc1 was read as hcGAS lum 1 and NPYLR7 agonist -8.
`COc1ccc([N+](=O)[O-])cc1N` gave hcGAS lum -5 and NPYLR7 agonist -5.
For COC(=O)c1cccc(CSc2nnc(-c3ccco3)n2-c2cc(Cl)ccc2C)c1 the results were mcGAS inh -10 and hcGAS lum -5.
For CCNc1ncc(CN2CCN(C)C3(CCN(C(=O)COC)CC3)C2)cn1 the results were mcGAS inh -11, hcGAS lum -6 and NPYLR7 agonist -4.
Screening Cc1nc2ccc(F)cc2n1C1CCN(C(=O)CCCc2ccccc2)CC1 returned mcGAS inh 2, hcGAS lum 3 and NPYLR7 agonist -7.
Screening Cc1cccc(CN2CCCC3(CCN(Cc4cnn(C(C)C)c4)C3)C2)c1 (centres undefined) returned hcGAS lum -3 and NPYLR7 agonist -2.
For CC(Nc1ccc(N2CCCC2=O)c(Cl)c1)C(=O)Nc1ccc(N2CCOCC2)cc1 (centres undefined) the results were hcGAS lum 8 and NPYLR7 agonist 0.
O=C(NCc1noc(Cc2cccs2)n1)c1cnc2ccccn12 was read as hcGAS lum 3 and NPYLR7 agonist 12.
For O=[N+]([O-])c1ccccc1C1Nc2ccccc2-c2nc3ccccc3n21 (centres undefined) the results were hcGAS lum -1 and NPYLR7 agonist 5.
COCCNC(=O)C1Cc2c(-c3ccc(NC(C)=O)cc3)ccnc2O1 (centres undefined) was read as mcGAS inh -7, hcGAS lum -4 and NPYLR7 agonist -13.
Screening CC1C=CCC2C(=O)N(c3ccc4c(c3)OCO4)C(=O)C12 (centres undefined) returned mcGAS inh -8, hcGAS lum -7 and NPYLR7 agonist 17.
Cc1cc(-n2c(C)cc(C(=O)CSc3nnc(Cc4csc(C)n4)o3)c2C)no1 was read as hcGAS lum 8 and NPYLR7 agonist 3.

Molecules shown so far with a Cl atom (four):
`O=C(NCC1CCN(c2nc(Cc3ccc(Cl)cc3)ns2)CC1)c1ccc([N+](=O)[O-])cc1` gave mcGAS inh -4, hcGAS lum -15 and NPYLR7 agonist -11.
CN(C)c1nn(CC(=O)NCc2ccccc2Cl)cc1-c1ccccc1 was read as hcGAS lum 1 and NPYLR7 agonist -8.
For COC(=O)c1cccc(CSc2nnc(-c3ccco3)n2-c2cc(Cl)ccc2C)c1 the results were mcGAS inh -10 and hcGAS lum -5.
For CC(Nc1ccc(N2CCCC2=O)c(Cl)c1)C(=O)Nc1ccc(N2CCOCC2)cc1 (centres undefined) the results were hcGAS lum 8 and NPYLR7 agonist 0.

The listing continues:
CCCCN(Cc1cccn1Cc1cccc(C)c1)C(=O)CN(CCOC)C(=O)c1ccc([N+](=O)[O-])cc1 was read as mcGAS inh -6, hcGAS lum -4 and NPYLR7 agonist 7.
`Cc1cc(C)n(CC(=O)N2CCC3(CN(C)C(=O)O3)C2)c(=O)n1` (centres undefined) gave mcGAS inh -17, hcGAS lum -10 and NPYLR7 agonist 20.
O=C(C1CN(C(=O)Cc2n[nH]c(=O)c3ccccc23)c2ccccc2O1)N1CCOCC1 (centres undefined) was read as hcGAS lum -5 and NPYLR7 agonist 6.
Screening Cc1ccc(C2(O)CCN(C(=O)C3CCOC3)CC2)nc1 (centres undefined) returned hcGAS lum 2 and NPYLR7 agonist 5.
CC(C(=O)NCc1cc(=O)[nH]c2ccccc12)c1cccs1 (centres undefined) was read as hcGAS lum -6 and NPYLR7 agonist 6.
Cc1ccccc1CC1(CO)CCCN(C(=O)CCC(=O)c2ccccc2)C1 (centres undefined) was read as mcGAS inh -4, hcGAS lum -3 and NPYLR7 agonist 13.
OCC1(Cc2ccccc2)CCCN(Cc2ccc(OC(F)(F)F)cc2)C1 (centres undefined) was read as mcGAS inh -4, hcGAS lum -4 and NPYLR7 agonist -9.
`c1cc(-c2noc(CN3CCNCC3)n2)cs1` gave mcGAS inh -7, hcGAS lum -15 and NPYLR7 agonist 0.
Screening COc1ccc(C2(C(=O)N3CCCC4(CC3)CNC(=O)O4)CCCC2)cc1 (centres undefined) returned mcGAS inh -9, hcGAS lum -3 and NPYLR7 agonist 5.
For CC(=O)c1ccc(NC(=O)C(C)Sc2nnc3cc(C)c4ccccc4n23)cc1 (centres undefined) the results were hcGAS lum -3 and NPYLR7 agonist 2.
Screening CCC(C)N(Cc1cccn1Cc1cccc(OC)c1)C(=O)CN(CCC(C)C)C(=O)C12CC3CC(CC(C3)C1)C2 (centres undefined) returned mcGAS inh -5 and hcGAS lum -1.
COc1ccc(CCN(C)C(=O)c2nn(-c3cccc(C(F)(F)F)c3)c(C)cc2=O)cc1OC was read as mcGAS inh -8, hcGAS lum -8 and NPYLR7 agonist 2.
N#CCCn1cc(C=NNC(N)=S)c(-c2cccs2)n1 was read as mcGAS inh 5, hcGAS lum 4 and NPYLR7 agonist -1.
C=CCn1c(SCC(=O)Nc2cc(OC)ccc2OC)nc2sc3c(c2c1=O)CCCC3 was read as mcGAS inh -6, hcGAS lum -3 and NPYLR7 agonist -1.
For Cc1nc(C(C)N2CCCC2=O)n(C(C)(C)C)n1 (centres undefined) the results were mcGAS inh -6 and hcGAS lum -12.
For Cc1ccccc1C1SC(C)C(=O)N1CCO (centres undefined) the results were mcGAS inh -3, hcGAS lum -4 and NPYLR7 agonist 5.
Cc1cc(C)n2c(C(=O)N(C)C3Cc4ccccc4C3)nnc2n1 was read as hcGAS lum -6 and NPYLR7 agonist 0.
Screening COc1cccc(-n2cc(CN(C)C(=O)c3cc(C(C)C)on3)cn2)c1 returned hcGAS lum -4 and NPYLR7 agonist 9.
Screening Cc1cc(C(=O)N(C)Cc2nc3ccccc3c(=O)[nH]2)c(C)n1C1CC1 returned hcGAS lum -4 and NPYLR7 agonist 4.
`CC(C)N1CCN(C(=O)c2ccccc2N2CCC(NC(=O)c3ccc(F)cc3)CC2)CC1` gave hcGAS lum -6 and NPYLR7 agonist 0.
Cc1noc(C)c1CCC(=O)N(C)CC1(C)CCOCC1 was read as mcGAS inh -5 and hcGAS lum -8.
`CC(C(=O)NCC1(c2ccccc2)CCCC1)N1CCCC1` (centres undefined) gave hcGAS lum -1 and NPYLR7 agonist -2.
Screening CC1(C)C2CCC(C(=O)O)(C2)C1O (centres undefined) returned hcGAS lum 3 and NPYLR7 agonist 1.
`Cc1ccccc1NC(=O)c1cn(C)c2c(=O)n(-c3ccccc3)c(=O)[nH]c12` gave hcGAS lum -2 and NPYLR7 agonist -1.

Looked up by compound from the entries so far (2):
Cc1noc(C)c1CCC(=O)N(C)CC1(C)CCOCC1 was read as mcGAS inh -5 and hcGAS lum -8.
Screening CC1(C)C2CCC(C(=O)O)(C2)C1O (centres undefined) returned hcGAS lum 3 and NPYLR7 agonist 1.

Carrying on:
`CCOc1cccc2cc(C(N)=O)c(=Nc3cccc4ccccc34)oc12` gave hcGAS lum -8 and NPYLR7 agonist -4.
Screening COc1cccc(C2C(=C(O)c3ccc(F)cc3)C(=O)C(=O)N2CCCn2ccnc2)c1OC (centres undefined) returned hcGAS lum -11 and NPYLR7 agonist -3.
Screening Cc1cc(C)c(C#N)c(Nc2cccc(Br)c2)n1 returned mcGAS inh -5, hcGAS lum -4 and NPYLR7 agonist -2.
For CCCCNC(=O)N1CCN(c2nc(Cc3ccccc3)nc3sc4c(c23)CCN(CC)C4)CC1 the results were mcGAS inh -2, hcGAS lum -5 and NPYLR7 agonist -3.
For Nc1nnc(SCCN2CCSCC2)s1 the results were mcGAS inh -17, hcGAS lum -10 and NPYLR7 agonist 5.
`CCCCCC(=O)NN=Cc1ccc(N(C)C)cc1` gave hcGAS lum -5 and NPYLR7 agonist 3.
For O=C(O)C1Sc2[nH]c(=O)sc2C2c3cc(Cl)cc(Cl)c3OC(=O)C12 (centres undefined) the results were hcGAS lum 10 and NPYLR7 agonist 7.
CC1(C(=O)NS(=O)(=O)c2ccccc2Cl)CCN1C(=O)Cc1cccs1 (centres undefined) was read as hcGAS lum -7 and NPYLR7 agonist 0.
`NCC1CN(c2nccc(C3CCCC3)n2)CCO1` (centres undefined) gave mcGAS inh -15, hcGAS lum -8 and NPYLR7 agonist 2.
`CC(C)CN(C(=O)c1ccc(-c2cccs2)[nH]c1=O)C1CCCCC1` gave hcGAS lum -7 and NPYLR7 agonist -2.
`CCn1c(C2CCCNC2)nn(CCSc2ccccc2)c1=O` (centres undefined) gave mcGAS inh -3, hcGAS lum -2 and NPYLR7 agonist -5.
`CCOC(=O)N1CCC(N(C)Cc2sccc2C)CC1` gave mcGAS inh -14 and hcGAS lum -4.
For Cc1ccc(C(=O)NCc2ccc3c(c2)OCO3)cc1NC(=O)C1CC1 the results were mcGAS inh -15, hcGAS lum 0 and NPYLR7 agonist -2.
`COc1ccc(S(=O)(=O)Oc2cccc(CNCC3CCCO3)c2)cc1` (centres undefined) gave hcGAS lum -8 and NPYLR7 agonist 21.
For CCCCSc1nc2c(cnn2CCO)c(=O)[nH]1 the results were hcGAS lum 1 and NPYLR7 agonist -2.
O=C(NC1CCC(n2cnnc2)CC1)c1[nH]cnc1-c1ccccc1 (centres undefined) was read as hcGAS lum 0 and NPYLR7 agonist 7.
For CC(C)(C)NC(=O)[C@@H]1CN(Cc2cccnc2)CCN1C[C@@H](O)C[C@@H](Cc1ccccc1)C(=O)N[C@H]1c2ccccc2C[C@H]1O the results were hcGAS lum 2 and NPYLR7 agonist -7.
For CC(C)NC(=O)CN(C)C(=O)c1c(Br)c2ccccc2n1C the results were hcGAS lum -6 and NPYLR7 agonist 6.
For COCCn1c2c([n+](Cc3cnccn3)c1C)C(=O)c1ccccc1C2=O the results were mcGAS inh -3, hcGAS lum -4 and NPYLR7 agonist -11.
Screening CC1(Cc2ccc(C(F)(F)F)o2)C(=O)Nc2ccccc21 (centres undefined) returned mcGAS inh -2, hcGAS lum -2 and NPYLR7 agonist 4.
`CN(C)c1ccc(-c2nnnn2[C@H]2CO[C@H]3[C@@H]2OC[C@H]3OC(=O)Nc2cccc(C(F)(F)F)c2)cc1` gave mcGAS inh -9, hcGAS lum -6 and NPYLR7 agonist -9.
For CCSc1nc2c([nH]c3ccccc32)c(=O)n1-c1ccc(OC)cc1 the results were mcGAS inh -7, hcGAS lum -4 and NPYLR7 agonist 0.
For Fc1ccc(C2CC(c3ccccc3)=Nc3ncnn32)cc1 (centres undefined) the results were mcGAS inh 2, hcGAS lum 2&8 and NPYLR7 agonist 3&8.
For CCOC(=O)CCC(=O)Nc1nc2ccc(Cl)cc2s1 the results were mcGAS inh -5, hcGAS lum -8 and NPYLR7 agonist 0.
`CCCCN1CNC(=S)N(CC)C1` gave mcGAS inh -5 and hcGAS lum -9.
CCCc1cc(=O)n(CC(=O)Nc2c(C)cccc2C)cn1 was read as hcGAS lum -11 and NPYLR7 agonist 4.
For COCCN(CCOC)C(=O)c1nn(-c2ccccc2C)c(=O)cc1OC the results were hcGAS lum -7 and NPYLR7 agonist 5.
Screening CC(C)(C)c1ccc(CCC(=O)N2CCN(c3ncccn3)CC2)cc1 returned hcGAS lum -4 and NPYLR7 agonist 2.
O=c1[nH]c(-c2cccc(Cl)c2)nc2sc3c(c12)CCCC3 was read as mcGAS inh -18&-7, hcGAS lum -12&-3 and NPYLR7 agonist 1&2.
`Cc1ccc(CS(=O)(=O)N2CCNC(C(=O)O)C2)cc1` (centres undefined) gave hcGAS lum 0 and NPYLR7 agonist -1.
